Assay outcomes: PubChem, National Center for Advancing Translational Sciences (NCATS)
IL1B secr inh – inflammasome signaling inhibition, IL-1 beta readout | THP-1 LPS/ATP IL-1B secretion, AlphaLISA, 16 h; stronger effect = lower value | AID 743279 | activity change, % at 57.5 µM | 360,000 tested, 4.7% active; in the data active means activity change below about -50%; inconclusive means mostly about -30% to -49%; further: on the % scale 0 is the no-effect control and ±100 the full control effect
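THP-1 cells pretreated 1 hr with compounds (up to 57.5 uM final), then stimulated with LPS (250 ng/mL final) plus ATP (1.25 mM final); secreted IL-1B measured by AlphaLISA after 16 hr, decreased signal indicating inhibition.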
DRD3 agonist – agonists of human D3 dopamine receptor; P35462; D3R DiscoveRx beta-arrestin cells, luminescence, 90 min; max activation, %; 410,000 tested, 0.58% active; AID 652048; in the data active means max activation above about 30%; further: 0% is about no effect; mostly tested at two doses, the higher about 12 µM
Target sequence (P35462 whole entry, looked up): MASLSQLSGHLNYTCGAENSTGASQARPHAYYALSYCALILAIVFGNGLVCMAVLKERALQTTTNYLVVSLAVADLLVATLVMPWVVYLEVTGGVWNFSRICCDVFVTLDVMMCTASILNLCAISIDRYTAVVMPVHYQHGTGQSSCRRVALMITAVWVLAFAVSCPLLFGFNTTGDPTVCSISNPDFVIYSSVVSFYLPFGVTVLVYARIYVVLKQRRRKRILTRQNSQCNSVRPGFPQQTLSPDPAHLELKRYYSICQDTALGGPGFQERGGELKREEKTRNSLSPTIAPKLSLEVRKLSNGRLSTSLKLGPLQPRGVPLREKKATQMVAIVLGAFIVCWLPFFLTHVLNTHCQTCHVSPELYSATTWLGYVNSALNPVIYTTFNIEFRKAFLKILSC
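Agonist-mode cell screen: cells plated at 1500/well and incubated overnight at 37 °C, then exposed to library compounds for 90 min at 37 °C. Detection reagent was added for 30–60 min at room temperature, and luminescence was read.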
MCF10A rereplic – DNA re-replication induction in MCF 10a cells; MCF 10A DNA re-replication, Hoechst nuclear intensity, 48 h; Potency, µM (titrated, usually from 46.1 µM), without a hit: at the top dose activity, positive = re-replication, actives largely listed as activators; 350,000 tested, 2.9% active; further: potency means the concentration at half of the fitted maximal effect; % of control where 0% means no effect; nearly all actives have a fitted effect of over 50% in size
HT1080 IDH1KD tx – toxicity to HT-1080 IDH1 knockdown cells (counter line). HT-1080 IDH1 knockdown viability, ATP luminescence, 48 h. Potency, µM (highest dose often 46.1 µM), inactives show at the highest dose activity, negative = toxicity, hits mostly cytotoxic. 360,000 tested, 2% active. AID 686971;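 further: potency means the concentration at half of the fitted maximal effect; 0% = DMSO wells and -100% = cell-free medium wells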
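Assay cells: HT-1080 with IDH1 knockdown, 750 per well, RPMI/5% FBS. Exposure: 48 h at 37 °C following 2 h pre-incubation. Read: CellTiter-Glo luminescence; fitted concentration-response, curve class assigned.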
GLP1R cytotox – cytotoxicity in counter-screen for GLP-1R inverse agonists; HEK293 cAMP-luciferase reporter cells, luminescence, 24 h; Potency, µM (top dose mostly 38.3 µM), without a hit: top-dose activity change, negative = inhibition, most hits filed as inhibitors; 410,000 tested, 0.13% active; AID 624418;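 further: loss of luciferase light is scored as toxicity; potency means the concentration at half of the fitted maximal effect; on the % scale 0 is the no-effect control and ±100 the full control effect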
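A 23 nL compound transfer followed 12 hours of cell culture at 37 deg C; exposure then lasted 24 hr. Luciferase assay detection reagent was dispensed and plates read for luminescence after a 12 min room-temperature wait.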
KB-3-1 cytotox – kills parental KB-3-1 adenocarcinoma cells | Potency, µM (highest dose often 46.1 µM), without a hit: at the top dose activity change, negative = cytotoxic, hits mostly cytotoxic | 400,000 tested, 1.4% active | AID 1347075 | KB-3-1 viability, CellTiter-Glo ATP luminescence, 72 h; further: potency means the concentration at half of the fitted maximal effect; on the % scale 0 is the no-effect control and ±100 the full control effect; nearly all actives have a fitted effect of over 60% in size
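Cells are dispensed, compounds pinned in, plates held at 37 °C for 72 h, then CellTiter-Glo is added and luminescence read after 10 minutes. Cell line: parental KB-3-1 in phenol-red-free DMEM, 10% FBS.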
HT1080-NT tox – kills 2HG-producing HT-1080-NT fibrosarcoma cells; 360,000 tested, 1.6% active; Potency, µM (doses to about 46.1 µM), without a hit: at the highest dose activity, negative = less viability, actives largely listed as cytotoxic; HT-1080-NT fibrosarcoma viability, CellTiter-Glo ATP luminescence, 48 h; AID 686970;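 further: NT is the 2HG producing partner of a matched IDH1 knockdown line; potency means the concentration at half of the fitted maximal effect; 0% = DMSO-treated cells and -100% = media-only wells without cells; nearly all actives have a fitted effect of over 55% in size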
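Toxicity toward the 2HG-producing NT line was scored as %Activity, normalised to DMSO and no-cell wells, from CellTiter-Glo luminescence after 48 hours' treatment.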
SW480 rereplic – inducers of DNA re-replication in SW480 colon cancer cells | SW480 DNA re-replication, Hoechst DNA content imaging, 48 h | Potency, µM (top dose mostly 46.1 µM), without a hit: at the top dose re-replication activation, most hits filed as activators | 340,000 tested, 1.8% active; further: potency means the concentration at half of the fitted maximal effect; % of control where 0% means no effect; nearly all actives have a fitted effect of over 55% in size
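250 cells/well; 23 nL cpd via pin tool; 48 hr, 37 C, 5% CO2; Hoechst 40 min; imager read of total nuclear intensity, ex 405/em 500-530 nm.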
KB-V1 MDR tox – kills drug-selected multidrug resistant KB-V1 cells; KB-V1 MDR cells viability, CellTiter-Glo, 72 h; Potency, µM (doses to about 46.1 µM), for inactives: top-dose activity change, negative = cytotoxicity, hits mostly cytotoxic; 400,000 tested, 3.4% active; AID 1347076; further: potency means the concentration at half of the fitted maximal effect; on the % scale 0 is the no-effect control and ±100 the full control effect; nearly all actives have a fitted effect of over 60% in size
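KB-V1, DMEM (no phenol red) + 10% FBS; cpd pin-transferred, titration series; 72 h, 37 degrees C; CellTiter-Glo, luminescence. Data normalized, curve-fit.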
The depositor's hits bear a star. Unless noted, the call rests on the fitted dose curve; in most records, active means well fitted curve in the direction sought with a large enough effect; inconclusive means small, poorly fitted or top-dose-only effect, or another doubt; inactive means no such curve, though single readings can be large; an effect the other way counts as inactive or inconclusive.

How did COc1ccccc1C(=O)NNC(=O)C(=O)Nc1cccc(Cl)c1C do in these assays?
IL1B secr inh: 32.2; DRD3 agonist: -3.0; MCF10A rereplic: 3.0%; HT1080 IDH1KD tx: -27.2%; GLP1R cytotox: -27.7%; KB-3-1 cytotox: 3.6%; HT1080-NT tox: -20.9%; SW480 rereplic: -18.9%; KB-V1 MDR tox: -0.8%

How did CCCCN(CC)C(=O)c1n[nH]c(=O)c2ccccc12 do in these assays?
IL1B secr inh: -0.5; DRD3 agonist: 23.7; MCF10A rereplic: 31.7%; HT1080 IDH1KD tx: 3.2%; GLP1R cytotox: 12.9%; KB-3-1 cytotox: -0.8%; HT1080-NT tox: 7.8%; SW480 rereplic: -3.6%; KB-V1 MDR tox: 10.2%

How did COc1ccccc1NC(=O)CSc1nnnn1-c1ccc(F)cc1 do in these assays?
IL1B secr inh: -17.5; DRD3 agonist: -8.4; MCF10A rereplic: -1.2%; HT1080 IDH1KD tx: -1.8%; GLP1R cytotox: -4.1%; KB-3-1 cytotox: -3.3%; HT1080-NT tox: -2.9%; SW480 rereplic: -7.0%; KB-V1 MDR tox: 0.0%

How did c1ccc(CO/N=C(\c2ccc(C3CC3)nc2)C2CC2)cc1 do in these assays?
IL1B secr inh: -5.6; DRD3 agonist: 16.0; MCF10A rereplic: 4.2%; HT1080 IDH1KD tx: -4.2%; GLP1R cytotox: 1.6%; KB-3-1 cytotox: -3.6%; HT1080-NT tox: -12.4%; SW480 rereplic: -15.0%; KB-V1 MDR tox: 0.1%

What do the screens show for `CCOC(=O)CSc1nc(N)nc(C)c1Br`?
IL1B secr inh: 17.6; DRD3 agonist: 3.2; MCF10A rereplic: -0.9%; HT1080 IDH1KD tx: 12.2%; GLP1R cytotox: -6.2%; KB-3-1 cytotox: 23.4%; HT1080-NT tox: 3.4%; SW480 rereplic: -2.6%; KB-V1 MDR tox: inconclusive

How did Cc1ccc(NC(=O)NNC(=O)COc2ccc3ccccc3c2)cc1 do in these assays?
IL1B secr inh: 3.1; DRD3 agonist: -3.6; MCF10A rereplic: 2.8%; HT1080 IDH1KD tx: -9.1%; GLP1R cytotox: 4.1%; KB-3-1 cytotox: 9.3%; HT1080-NT tox: -1.5%; SW480 rereplic: -0.7%; KB-V1 MDR tox: 1.7%

How did O=C(NCc1cccnc1)c1csc2c1CCCC2 do in these assays?
IL1B secr inh: 4.1; DRD3 agonist: 1.9; MCF10A rereplic: -0.6%; HT1080 IDH1KD tx: inconclusive; GLP1R cytotox: -3.6%; KB-3-1 cytotox: 7.6%; HT1080-NT tox: 16.6%; SW480 rereplic: 0.7%; KB-V1 MDR tox: 7.9%

What do the screens show for `Cc1ccc(OCC(=O)N(c2ccc(C)cc2)S(=O)(=O)c2ccc(Cl)cc2)cc1`?
DRD3 agonist: -18.6; GLP1R cytotox: -0.1%; KB-3-1 cytotox: inconclusive; KB-V1 MDR tox: inconclusive

What do the screens show for `COc1ccc(CNC(=S)Nc2cccc(C)c2)cc1`?
IL1B secr inh: 2.3; DRD3 agonist: 2.3; MCF10A rereplic: -13.0%; HT1080 IDH1KD tx: 2.2%; GLP1R cytotox: inconclusive; KB-3-1 cytotox: -7.3%; HT1080-NT tox: 8.1%; SW480 rereplic: -1.9%; KB-V1 MDR tox: -9.4%

Results for CCN(CC)S(=O)(=O)c1ccc(NC=C(C#N)C#N)cc1 ?
IL1B secr inh: -5.3; DRD3 agonist: 0.4; MCF10A rereplic: -22.0%; HT1080 IDH1KD tx: 1.0%; GLP1R cytotox: -4.9%; KB-3-1 cytotox: 12.6%; HT1080-NT tox: -1.5%; SW480 rereplic: 5.2%; KB-V1 MDR tox: 3.2%

What do the screens show for `O=C(NNc1ccc(-c2csnn2)cc1)c1cc(Cl)cc(Cl)c1`?
IL1B secr inh: inconclusive; DRD3 agonist: 3.0; MCF10A rereplic: inconclusive; HT1080 IDH1KD tx: -31.8%; GLP1R cytotox: 1.3%; KB-3-1 cytotox: inconclusive; HT1080-NT tox: inconclusive; SW480 rereplic: -12.0%; KB-V1 MDR tox: 9.1%

How did CCOC(=O)c1c(C)nc2sc(C(N)=O)c(N)c2c1-c1ccccc1 do in these assays?
IL1B secr inh: -5.6; DRD3 agonist: 8.5; MCF10A rereplic: 1.9%; HT1080 IDH1KD tx: -15.9%; GLP1R cytotox: 29.2%; KB-3-1 cytotox: 1.4%; HT1080-NT tox: 4.8%; SW480 rereplic: 0.3%; KB-V1 MDR tox: inconclusive

How did COc1cc(OC)cc(-c2c(Sc3ccccc3)c3cc(-c4cnc(OC)nc4)ccc3n2C)c1 do in these assays?
IL1B secr inh: 20.1; DRD3 agonist: 40.0*; HT1080 IDH1KD tx: 12.2%; GLP1R cytotox: 3.8%; KB-3-1 cytotox: 6.6%; HT1080-NT tox: 4.3%; KB-V1 MDR tox: -12.4%

What do the screens show for `C=CCc1ccccc1OCC(O)CN1CCN(c2ccc(C)cc2)CC1` (configuration not stated)?
IL1B secr inh: inconclusive; DRD3 agonist: -30.3; MCF10A rereplic: 6.2%; HT1080 IDH1KD tx: inconclusive; GLP1R cytotox: -13.5%; KB-3-1 cytotox: -8.3%; HT1080-NT tox: -25.3%; SW480 rereplic: -1.9%; KB-V1 MDR tox: -28.5%

How did CC(C)(C)NC(=O)C(c1ccncc1)n1c(-c2ccc(C(F)(F)F)cc2)nc2ccccc21 (configuration not stated) do in these assays?
IL1B secr inh: -15.8; DRD3 agonist: 4.1; HT1080 IDH1KD tx: 20.6µM*; GLP1R cytotox: -1.9%; KB-3-1 cytotox: inconclusive; HT1080-NT tox: inconclusive; KB-V1 MDR tox: inconclusive

What do the screens show for `COc1ccc2c(c1)C(CC(=O)NN)CCC2` (configuration not stated)?
IL1B secr inh: 26.0; DRD3 agonist: -16.1; MCF10A rereplic: 2.31µM*; HT1080 IDH1KD tx: 1.64µM*; GLP1R cytotox: -26.9%; KB-3-1 cytotox: 23.1µM*; HT1080-NT tox: 7.31µM*; SW480 rereplic: 13µM*; KB-V1 MDR tox: inconclusive

Results for CC(=O)c1cccc(NC(=O)CCCNC(=O)c2ccc(Cl)cc2)c1 ?
IL1B secr inh: 35.4; DRD3 agonist: 0.5; MCF10A rereplic: -13.5%; HT1080 IDH1KD tx: 2.3%; GLP1R cytotox: 0.9%; KB-3-1 cytotox: 9.7%; HT1080-NT tox: 0.0%; SW480 rereplic: -7.8%; KB-V1 MDR tox: -21.8%

How did CCC(=O)Nc1ccc(C(=O)NNC(=O)C(c2ccccc2)c2ccccc2)cc1 do in these assays?
IL1B secr inh: 15.1; DRD3 agonist: 3.2; MCF10A rereplic: -2.9%; HT1080 IDH1KD tx: inconclusive; GLP1R cytotox: -3.0%; KB-3-1 cytotox: 19.2%; HT1080-NT tox: inconclusive; SW480 rereplic: -4.2%; KB-V1 MDR tox: inconclusive

What do the screens show for `O=C1C=C(N2CCOCC2)CCC1`?
IL1B secr inh: -0.5; DRD3 agonist: -1.7; MCF10A rereplic: -3.6%; HT1080 IDH1KD tx: 16.6%; GLP1R cytotox: 5.2%; KB-3-1 cytotox: 1.4%; HT1080-NT tox: 14.3%; SW480 rereplic: -7.5%; KB-V1 MDR tox: -5.7%

How did CC(=O)C1=C(O)C(=O)N(c2ccc(O)cc2)C1c1cccc(F)c1 (configuration not stated) do in these assays?
IL1B secr inh: -0.1; DRD3 agonist: 2.8; MCF10A rereplic: -4.4%; HT1080 IDH1KD tx: 23.9%; GLP1R cytotox: 3.0%; KB-3-1 cytotox: 0.5%; HT1080-NT tox: 26.9%; SW480 rereplic: -5.7%; KB-V1 MDR tox: -0.9%

How did O=C(CSC1=NC2(CCCCC2)N=C1c1ccccc1)Nc1ccc2c(c1)OCCO2 do in these assays?
IL1B secr inh: -80.4*; DRD3 agonist: 3.1; MCF10A rereplic: inconclusive; HT1080 IDH1KD tx: -7.3%; GLP1R cytotox: 1.0%; KB-3-1 cytotox: -15.6%; HT1080-NT tox: -3.7%; SW480 rereplic: inconclusive; KB-V1 MDR tox: 2.6%

A portion taken from the entries so far, as a working copy:
What do the screens show for `COc1ccc2c(c1)C(CC(=O)NN)CCC2` (configuration not stated)?
IL1B secr inh: 26.0; DRD3 agonist: -16.1; MCF10A rereplic: 2.31µM*; HT1080 IDH1KD tx: 1.64µM*; GLP1R cytotox: -26.9%; KB-3-1 cytotox: 23.1µM*; HT1080-NT tox: 7.31µM*; SW480 rereplic: 13µM*; KB-V1 MDR tox: inconclusive

Results for CC(=O)c1cccc(NC(=O)CCCNC(=O)c2ccc(Cl)cc2)c1 ?
IL1B secr inh: 35.4; DRD3 agonist: 0.5; MCF10A rereplic: -13.5%; HT1080 IDH1KD tx: 2.3%; GLP1R cytotox: 0.9%; KB-3-1 cytotox: 9.7%; HT1080-NT tox: 0.0%; SW480 rereplic: -7.8%; KB-V1 MDR tox: -21.8%

How did CCC(=O)Nc1ccc(C(=O)NNC(=O)C(c2ccccc2)c2ccccc2)cc1 do in these assays?
IL1B secr inh: 15.1; DRD3 agonist: 3.2; MCF10A rereplic: -2.9%; HT1080 IDH1KD tx: inconclusive; GLP1R cytotox: -3.0%; KB-3-1 cytotox: 19.2%; HT1080-NT tox: inconclusive; SW480 rereplic: -4.2%; KB-V1 MDR tox: inconclusive
